AID inh: blocks human AID cytidine deaminase activity; Q9GZX7; AID deamination FRET fluorescence, UDG-coupled, 4 h; Potency, µM (top dose mostly 115 µM), for the others: top-dose activity change, negative = inhibition, usual class: inhibitors; 0.32% of 91,000 active; AID 1347428; note: nearly all actives have a fitted effect of over 25% in size
Target sequence (Q9GZX7 whole entry, looked up): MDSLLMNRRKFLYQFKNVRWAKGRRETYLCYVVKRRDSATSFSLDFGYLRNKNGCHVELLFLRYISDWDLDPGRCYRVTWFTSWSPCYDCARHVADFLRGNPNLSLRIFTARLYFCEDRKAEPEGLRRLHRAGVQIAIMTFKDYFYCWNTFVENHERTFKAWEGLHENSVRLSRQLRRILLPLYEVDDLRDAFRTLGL
UDG counter: blocks uracil-DNA glycosylase in AID counter-screen | 0.14% of 91,000 active | Potency, µM (titrated, usually from 115 µM), for the others: at the highest dose activity change, negative = inhibition, hits mostly inhibitors | FRET deamination/UDG coupled assay, UDG read, 4 h; note: nearly all actives have a fitted effect of over 65% in size
Active calls of the source: *; u = inconclusive; & = joins results of further samples; [ ] = remark or other dose. Calls come from the whole dose curve; as a rule, active = well fitted curve in the direction sought with a large enough effect; inconclusive = small, poorly fitted or top-dose-only effect, or another doubt; inactive = no such curve, though single readings can be large; an effect the other way counts as inactive or inconclusive. % is set by controls: 0 for no effect and ±100 for the full control effect; potency is the fitted concentration of half-maximal effect. This is a subset. The share of hits here may be higher or lower than overall.

SMILES	AID inh	UDG counter
COc1nn(C)c2nc(C)c(CCC(=O)NC(C)C)c(C)c12	3%	-5%
COc1ccccc1CNC(=O)CSc1nc2nc(C)c(Cc3ccccc3C)c(C)n2n1	u	-17%
COCCNC(=O)c1cccc(Nc2nc3ccccc3n3nnnc23)c1	19%	4%
CC(C)N(Cc1cnn(C)c1)S(=O)(=O)c1ccc(Cl)cc1	-1%	7%
COc1cc(NC(=O)CSc2nccn2C)cc(OC)c1OC	-24%	-9%
O=C(COc1ccccc1)Nc1nnc(SCc2cc(=O)c3ccccc3[nH]2)s1	-18%	-12%[57.5 µM]
COC(=O)c1ccc(C(=O)OC)c(NC(=O)c2c(-c3ccccc3)noc2C)c1	22%	2%
CC(C(=O)Nc1ccccc1C(F)(F)F)n1nc(-c2ccccc2)c2c(c1=O)CCCC2 (stereo not drawn)	u	12%
CCCc1cc(N2CCN(c3ccccc3)CC2)n2cnnc2n1	-1%	-4%
COc1ccc2cc(CNc3ccc(C)cc3)c(=O)n(CC(=O)Nc3cccc(Cl)c3C)c2c1	83%[activator]	-7%
CCCCOc1ccc(C(=O)Nc2ccccc2C(C)(C)C)cc1OCC	2%	4%
COc1ccc(NC(=O)N2CCc3c(sc4c3CCCC4)C2c2ccc(F)cc2)cc1 (stereo not drawn)	-13%	u

Entries of single compounds from above. Order of values: AID inh, UDG counter
CCCc1cc(N2CCN(c3ccccc3)CC2)n2cnnc2n1 in the list: -1%, -4%
COc1ccc(NC(=O)N2CCc3c(sc4c3CCCC4)C2c2ccc(F)cc2)cc1 (stereo not drawn) in the list: -13%, u
CC(C(=O)Nc1ccccc1C(F)(F)F)n1nc(-c2ccccc2)c2c(c1=O)CCCC2 (stereo not drawn) in the list: u, 12%

Back to the main list, starting four compounds before the break.
SMILES	AID inh	UDG counter
CCCc1cc(N2CCN(c3ccccc3)CC2)n2cnnc2n1	-1%	-4%
COc1ccc2cc(CNc3ccc(C)cc3)c(=O)n(CC(=O)Nc3cccc(Cl)c3C)c2c1	83%[activator]	-7%
CCCCOc1ccc(C(=O)Nc2ccccc2C(C)(C)C)cc1OCC	2%	4%
COc1ccc(NC(=O)N2CCc3c(sc4c3CCCC4)C2c2ccc(F)cc2)cc1 (stereo not drawn)	-13%	u
CC(C)Oc1cccc(NC(=O)/C=C/c2ccc(F)cc2)c1	-14%	-7%
COc1ccc(NC(=O)c2sc3nc(N4CCOCC4)c4c(c3c2N)CC(C)(C)OC4)cc1	1%	-7%
CCCCN(CCCC)S(=O)(=O)c1ccc2oc(C(=O)NCc3ccc(C)cc3)c(C)c2c1	u	-20%
CCc1ccc(C(c2ccccc2)c2c(C)[nH]c3ccccc23)s1 (stereo not drawn)	u	-17%
Cc1oc(-c2nc(C#N)c(NCc3cccnc3)o2)cc1S(=O)(=O)N1CCCCC1	-17%	-1%
O=C(Nc1cc(Cl)ccc1Cl)c1ccccc1-c1ccccc1	1%	6%
CCOC(=O)c1ccccc1C(=O)c1ccccc1	-18%	-10%
CCOc1ccccc1Nc1sc(C(=O)c2ccc(Cl)cc2)c(N)c1S(=O)(=O)c1ccccc1	-29%	-14%
COc1ccc(Nc2ncnc3c2cnn3-c2ccc(C)cc2)cc1Cl	19%	39%[activator]
COc1cc(S(=O)(=O)Nc2ccc(S(C)(=O)=O)cc2)ccc1NC(C)=O	26%	3%
COc1cc(-c2nnc(SCC(=O)NCc3ccccc3Cl)o2)cc(OC)c1OC	7%	12%
COCCCNC(=O)c1oc2c(c1C)-c1nn(Cc3cccc(Cl)c3)cc1CC2	89µM*	-14%[57.5 µM]
C[C@]12CCCCC1CCC1C2CC[C@]2(C)C(N)CCC12 (stereo partly drawn)	-12%	-9%
CCn1cnc2c(=O)oc3ccc(S(=O)(=O)N4CCN(c5cc(C)ccc5C)CC4)cc3c21	1%	2%
Cc1ccc(C)c(N(C)C(=O)C2CCN(c3ncnc4c3nc3n4CCCCC3)CC2)c1	79µM*	-10%
COc1cccc(C(=O)NCCN2CCN(c3ccc(Cl)cc3)CC2)c1	0%	4%
CC1CCN(c2oc(COc3ccccc3F)nc2C#N)CC1	2%	6%
CC1CCC(NC(=O)c2cccc(C#N)c2)CC1 (stereo not drawn)	2%	-10%
CC(=O)c1ccc(NS(=O)(=O)c2ccc(-c3cnc(C4CC4)o3)cc2)cc1	-2%&-17%	-1%&-5%
CC(=O)c1c[nH]c(C(=O)NCC(=O)Nc2cccc3c(=O)[nH][nH]c(=O)c23)c1	0%	6%
Cc1ccc(CCNC(=O)CN(c2ccc(C(C)C)cc2)S(=O)(=O)c2c(C)nn(C)c2C)cc1	-22%	-2%
CCOc1cccc(C2Nc3ccccc3-c3cc(C)nn32)c1O (stereo not drawn)	11%[57.5 µM]	1%[57.5 µM]
Cc1cccc2c1N(Cc1ccccc1OCCC(C)C)C(=O)C2=O	u	-14%
O=C(CN1CCN(c2cccc(C(F)(F)F)c2)CC1)Nc1nc(-c2ccc(F)c(F)c2)cs1	0%	1%
CCCNc1c(NC(=O)c2ccccc2OC)c(=O)oc2ccccc12	-7%	4%
CC(NC(=O)/C(=C/c1ccc(Cl)cc1)NC(=O)c1ccco1)C(=O)O (stereo not drawn)	5%	1%
CCOC(=O)N1CCc2c(sc3c2c(=O)n(Cc2ccccc2)c(=O)n3Cc2ccccc2Cl)C1	-3%	-2%[57.5 µM]
Cc1nnc(NC(=O)c2csc(NC3CCCC3)n2)s1	-9%	-2%
CCCCn1cc(S(=O)(=O)c2ccccc2)c(=O)c2cc(F)c(N3CCN(CCC)CC3)cc21	u	u
N#Cc1cccc(NC(=O)CCSc2ccc(Cl)cc2)c1	7%	8%
O=c1c2sc3ccccc3c2n(Cc2cccc(Cl)c2)c(=O)n1Cc1ccco1	-4%	2%
CCOC(=O)c1ccccc1NC(=O)c1cc2c(s1)-c1ccccc1SC2	-15%	-1%
O=C(C1CCC(Cn2c(=O)c3sccc3n(Cc3cccc(F)c3)c2=O)CC1)N1CCCCC1 (stereo not drawn)	u	-7%
Cc1sc(-c2ccccc2)nc1-c1ccc(C(C)(C)C)cc1	1%	7%
CCOCCCN1C(=O)CN(C2CCCCCC2)C(=O)C1c1ccc(OC(C)C)c(OC)c1 (stereo not drawn)	7%	0%[57.5 µM]
COc1ccc(-c2noc(CN(C)S(=O)(=O)c3c(C)cc(C)cc3C)n2)cc1OC	u	u
CCCNC(=O)c1ccccc1-c1ncc(-c2ccc(F)cc2)o1	3%	-10%
CCOC(=O)N1CCc2c(sc(NCc3cc(OC)ccc3OC)c2C(=O)Nc2cc(OC)ccc2OC)C1	205%[activator]	-3%
COc1ccc(C)cc1NC(=O)C(=O)NCC(c1cccnc1)N1CCc2ccccc21 (stereo not drawn)	u	-18%
Cc1ccc(NC(=O)C2CCCN2S(=O)(=O)c2cccc3cccnc23)c(C)c1 (stereo not drawn)	1%	-8%
COc1ccc(C(=O)NCCSc2c(C)[nH]c3ccccc23)cc1	-15%	-4%
Cc1oc(-c2cccs2)nc1CC(=O)Nc1ccc(F)c(F)c1	-6%	5%
CCC(C)NCCC(c1ccccc1)c1ccc(C)c(C)c1O (stereo not drawn)	5%	-5%
CCCNC(=O)CN(C)C(=O)CCCc1c[nH]c2ccccc12	7%	-1%
CCCn1c(=O)c2[nH]c(-c3ccc(S(=O)(=O)O)cc3)nc2n(CCC)c1=O	3%	4%
CC(C)(C)OC(=O)N[C@@H](CC(=O)OCc1ccccc1)C(=O)O	3%	5%
COc1ccc(NC(=O)c2nc(C)n(-c3ccc(F)cc3)n2)c(OC)c1	-9%	10%
CCN(CC)S(=O)(=O)c1cc(NC(=O)CCc2c(C)nc3ncnn3c2C)ccc1C	-4%	3%
CCCOc1ccc(NC(=O)CC2C(=O)N(c3ccc(C)cc3)C(=O)N2C(C)C)cc1 (stereo not drawn)	-12%	-6%[57.5 µM]
CCc1cccc(NC(=O)c2cc3c(=O)n(Cc4ccc(OC)cc4)ccc3nc2C)c1	7%	4%
O=[N+]([O-])c1cccc(N/N=C/c2ccccn2)c1	2%	-6%
Cc1ccc(Nc2ccc(N3CCN(C(=O)c4cccc([N+](=O)[O-])c4)CC3)nn2)cc1	-11%	-14%
Cc1csc(NC(=O)CCc2ncc(-c3ccccc3Cl)o2)n1	-18%	-16%
CCCCn1c(=O)n(CC(C)(C)O)c(=O)c2c1nc(CO)n2CCC	-5%	-3%
O=C(CSc1nc2c([nH]c3ccccc32)c(=O)n1-c1ccccc1)Nc1ccc2c(c1)OCCO2	16%	-2%
Cc1cc(S(=O)(=O)NCC(c2ccc(N(C)C)cc2)N2CCOCC2)ccc1F (stereo not drawn)	-9%	-2%
CCOc1ccc(C2=NC(c3ccc(OC)cc3)=Nc3ccc(Cl)cc3N2)cc1	5%	0%
O=C(c1ccccn1)N(Cc1cccs1)C1CC1	2%	-4%
CCOc1ccccc1CNC(=O)c1cccn1-c1nnc(N2CCCC2)s1	-20%	-3%
COc1cccc(NCCC#N)c1	0%	8%

New compounds follow.
SMILES	AID inh	UDG counter
COc1ccc(NC(=O)c2ncn(-c3ccccc3)n2)cc1Cl	-20%	0%
COC(=O)c1ccc(NS(=O)(=O)c2ccc3[nH]c4c(c3c2)CCCC4)cc1	48%[activator]	-20%[57.5 µM]
COc1ccc2cc3cc(C(=O)Nc4cc(C)c(Cl)cc4OC)oc3nc2c1	4%	-3%
Cc1ccc(C)c(N2CCN(C(=O)c3cc(S(=O)(=O)N4CCC(C)CC4)cn3C)CC2)c1	u	-18%
COC(=O)c1sccc1S(=O)(=O)N1CCN(c2ccccc2)CC1	59%[activator]	3%
COc1ccc(-c2nnc(Nc3ccc(OCC(N)=O)cc3)c3ccccc23)cc1	5%	u
CC(C)N1C(=O)C(O)(c2c[nH]c3ccccc23)c2ccccc21 (stereo not drawn)	-5%&12%	1%&-7%
Cc1ccccc1C(=O)N1CCN(c2oc(C3CC3)nc2C#N)CC1	-8%	4%
CCOC(=O)CNC(=O)c1cc2c(=O)n3cccc(C)c3nc2n1C	11%	1%
CCOc1ccc(C2C(=O)N(C3CCCCC3)CC(=O)N2CCC2=CCCCC2)cc1OC (stereo not drawn)	u	-14%[57.5 µM]
CCc1ccc(NS(=O)(=O)c2ccc3[nH]cc(C(=O)NCc4ccc(C)cc4)c(=O)c3c2)cc1	12%	4%[57.5 µM]
OCCCNC(=S)Nc1ccc(Cl)cc1	-1%	-3%
CCN1CCN(c2ncc3c(n2)CCN(Cc2ccccc2C)C3)CC1	208%[activator]	1%
O=C(NC1CC1)c1ccc(Cn2c(SCc3cccc(F)c3)nc3cccnc32)cc1	-28%	0%[57.5 µM]
CC(C)CC(NC(=O)C(C)NC(=O)OCc1ccccc1)c1ccccc1 (stereo not drawn)	-1%	1%
Cn1nc(-c2ccccc2F)c2cc(C(=O)NCc3cccc(Cl)c3)sc21	-29%	-15%
CCOc1ccc(CCNC(=O)c2ccc3nc(N4CCC(C)CC4)sc3c2)cc1OCC	-1%	-4%
COc1cccc(Nc2n[nH]nc2C(=O)Nc2ccc(C)cc2Br)c1	4%	-7%
Cc1cccc(N2CCN(S(=O)(=O)c3cn(C)c(C)n3)CC2)c1C	2%	-19%
CCN(Cc1ccccc1)c1ccc(/C=N/NS(=O)(=O)c2cc(C)ccc2C)cc1	6%	1%
COc1ccccc1C(=O)Nc1ccc(NC(=O)c2cccs2)cc1	u	-13%
CC(=O)Nc1ccc(NC(=O)CC(C)n2ccc(C)n2)cc1 (stereo not drawn)	70%[activator]	-1%
C=CCNC(=S)N/N=C/c1cccnc1	-3%	0%
Cc1cccc(NC(=O)c2cc(S(=O)(=O)N3CCc4ccccc43)ccc2F)c1C	14%	2%
Cc1cc(C)cc(NC(=O)c2ncn(-c3ccccc3)n2)c1	2%	-5%[57.5 µM]
CCOC(=O)c1ccc(NC(=O)c2c(NCc3cccs3)sc3c2CCCCC3)cc1	85%[activator]	-10%
CCNc1nc(Oc2ccc(=O)n(-c3ccccc3)n2)nc(N(C)C)n1	2%	-5%
Cc1cc(CNC(=O)COc2ccccc2)c2ccccc2n1	2%	3%
CCc1noc(C)c1C(=O)Nc1sc(Cc2ccccc2)cc1C(N)=O	-1%	-1%
O=C(O)c1ccccc1CCc1ccccc1	-2%	6%
Fc1ccc(OCc2nnc3sc(COc4ccc(Cl)cc4)nn23)cc1	-14%	0%
NC(=O)C1CCN(S(=O)(=O)c2ccc(N3CCCCS3(=O)=O)cc2)CC1	7%	0%
CC(NC(=O)C1CCCc2ccccc21)c1ccc(Cl)cc1 (stereo not drawn)	-10%	-12%
Cc1ccc(OCn2ccc(C(=O)NCc3ccnn3C)n2)c(C)c1	3%	11%
CCOC(=O)C1CCCN(S(=O)(=O)c2ccc3[nH]c(=O)ccc3c2)C1 (stereo not drawn)	-1%	-6%
COc1ccc(CNC(=O)CCNS(=O)(=O)c2ccc3c(c2)CCCC(=O)N3)cc1	-7%	-6%
O=C(NCCC1CCCO1)c1cc(-c2ccc(F)cc2)nc2ccccc12 (stereo not drawn)	-4%	10%
COc1ccc(-c2c(C)nn3c(C(F)(F)F)cc(-c4ccc(Br)cc4)nc23)cc1	-19%	-27%
CCOC(=O)c1c(NC(=O)COc2ccccc2Br)sc2c1CCCCC2	4%	1%
CCC1CN(C(=O)NCc2ccc(F)cc2)c2cc(C)ccc2O1 (stereo not drawn)	-12%	-4%
